FXIa inh mix: FXIa protease inhibitors in compound pools, primary screen, biochemical, 10-compound mixtures; Coagulation factor XI (Homo sapiens), P03951; purified FXIa, fluorogenic substrate, pooled mixtures; inhibition, % at 5 µM; actives 0.19% (n = 62,000); AID 680, 2007;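 further: each value is inhibition by a whole ten-compound pool holding the compound; 0% = enzyme with no mixture and 100% = wells lacking enzyme; strong numbers were not always called active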
Target sequence (P03951 19-387 limits assumed): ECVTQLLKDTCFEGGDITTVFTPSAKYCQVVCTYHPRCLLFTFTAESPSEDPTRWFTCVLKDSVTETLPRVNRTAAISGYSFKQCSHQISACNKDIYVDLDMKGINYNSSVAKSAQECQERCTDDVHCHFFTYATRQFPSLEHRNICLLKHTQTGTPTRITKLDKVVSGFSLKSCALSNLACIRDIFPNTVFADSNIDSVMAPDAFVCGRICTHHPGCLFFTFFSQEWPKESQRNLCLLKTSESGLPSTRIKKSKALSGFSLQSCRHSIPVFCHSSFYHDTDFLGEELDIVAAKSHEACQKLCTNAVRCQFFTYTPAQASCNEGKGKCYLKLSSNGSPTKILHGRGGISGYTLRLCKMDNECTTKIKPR
Target sequence (P03951 388-625 limits assumed): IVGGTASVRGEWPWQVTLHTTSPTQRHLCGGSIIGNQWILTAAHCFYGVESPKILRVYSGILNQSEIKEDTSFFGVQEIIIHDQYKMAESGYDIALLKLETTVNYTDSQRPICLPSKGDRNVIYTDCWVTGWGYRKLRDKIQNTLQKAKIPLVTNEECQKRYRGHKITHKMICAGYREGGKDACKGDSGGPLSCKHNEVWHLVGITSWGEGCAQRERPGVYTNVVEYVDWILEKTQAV
DUSP1 inh: MKP-1 phosphatase inhibitors, primary screen, biochemical, in vitro | Dual specificity protein phosphatase 1 (Homo sapiens), P28562 | recombinant MKP-1, OMFP hydrolysis fluorescence | inhibition, %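 (compounds tested at a single concentration somewhere between 10 and 100 µM)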 | actives 0.15% (n = 65,000) | AID 374, 2006;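 active means inhibition above about 50%, limit read from the data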;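 further: 0% = DMSO max control wells and 100% = wells with enzyme stopped by NaOH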
Target sequence (P28562 whole entry, looked up): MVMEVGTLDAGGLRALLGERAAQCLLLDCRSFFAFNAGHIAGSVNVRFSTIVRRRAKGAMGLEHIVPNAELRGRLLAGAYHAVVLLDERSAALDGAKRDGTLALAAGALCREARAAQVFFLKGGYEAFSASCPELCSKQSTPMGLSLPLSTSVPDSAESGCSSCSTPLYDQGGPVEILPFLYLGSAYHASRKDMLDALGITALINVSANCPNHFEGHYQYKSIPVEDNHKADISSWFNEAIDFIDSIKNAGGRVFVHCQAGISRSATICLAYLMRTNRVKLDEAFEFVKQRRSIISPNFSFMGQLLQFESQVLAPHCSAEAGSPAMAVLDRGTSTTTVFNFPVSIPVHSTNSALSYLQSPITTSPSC
A340 absorber: compound light absorbance at 340 nm, profiling panel, artefact control, biochemical, MLSMR library, data from PS, PMK, MK assays; fold change at 10 µM; AID 708, 2007; compound absorbance at 340 nm, fold over control; 65,000 tested, under 10 active;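 active means at 10 µM dose, initial 340 nm absorbance at least 2 fold that of control wells; inactive means change under 2 fold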;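 further: initial absorbance extrapolated from kinetic A340 decline of NADH oxidation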
MMP-13 inhibitor: human MMP13 inhibitors, primary screen, biochemical, FRET peptide cleavage; Collagenase 3 (Homo sapiens), P45452; MMP-13 fTHP FRET cleavage, Mca fluorescence; inhibition, % at 4 µM; actives 0.07% (n = 65,000);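 active means inhibition above the mean of compound-free control plate wells plus 3 SD, cut at about 14% in these data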;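 further: 0% = DMSO wells and 100% = wells with reference MMP-13 inhibitor after basal subtraction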
Hsp90 inh: tumor Hsp90 inhibitors, primary screen, cell lysate, fluorescence polarization, NCI-N417 lysate; Cy3B-geldanamycin FP displacement; inhibition, % at 30 µM; actives 0.35% (n = 64,000); Heat shock protein HSP 90-alpha (Homo sapiens), P07900; AID 429, 2006;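 active means inhibition above 50%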;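 further: 0% = tracer plus lysate wells and 100% = tracer alone without lysate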
FXIIa inh mix: human factor XIIa inhibitors, primary screen, biochemical, pooled compound mixtures, fluorogenic substrate. Coagulation factor XII (Homo sapiens), P00748. purified FXIIa. inhibition, % at 5 µM. actives 0.2% (n = 62,000). AID 684, 2007;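 further: 0% = enzyme without compound and 100% = no enzyme blank; some results filed as inactive read as strong as hits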
Cdc25B block: inhibitors of Cdc25B phosphatase catalytic domain, primary screen, biochemical, OMFP fluorescence; recombinant Cdc25B, OMFP fluorescence Ex485/Em525; inhibition, %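 (compounds tested at 10 µM final in the well)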; actives 0.1% (n = 65,000); AID 368, 2006; in the data active means inhibition above about 50%
JNK3 blocker: JNK3 kinase activity inhibitors, primary screen, biochemical, human, purified enzyme; inhibition, % at 8 µM; Mitogen-activated protein kinase 10 (Homo sapiens), P53779; HTS; actives 0.61% (n = 60,000); in the data active means inhibition above about 17%;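 further: 0% = DMSO and 100% = reference inhibitor; many of its hits are not listed in these tables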
AP ELISA ortho: alternative complement pathway inhibitors, primary screen, biochemical, ELISA, human serum, orthogonally pooled compounds; actives 0.08% (n = 62,000); inhibition, % at 5 µM; LPS-coated ELISA, C3 deposition; tested in compound mixtures; AID 1235, 2008;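 active means inhibition above 30% in each of the two pooled mixtures holding the compound, so the lower value exceeds 30%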;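 further: 0% = serum in Mg-EGTA without compound and 100% = EDTA serum blank; some compounds past the cut are filed as inactive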
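Assay system: human serum alternative complement pathway, C3 deposition on LPS-coated wells; Dosing: 5 µM per compound in ten-compound mixtures; Detection: Anti-C3 ELISA, OD 450 nm; Buffer or medium: Mg2+-EGTA GVB++ buffer containing human serum at 1:15 dilution; Timing: 1 h at 37 °C; Replication: two different pools per compound.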
Numbers without * were called inactive; . = no result given; & = joins results of further samples; [ ] = dose if it differs, or a comment. Unless noted, no stated cut-off is given here; in the data, active means inhibition above about 20% (passing the limit was not always enough); inactive means the rest.

SMILES	FXIa inh mix	DUSP1 inh	A340 absorber	MMP-13 inhibitor	Hsp90 inh	FXIIa inh mix	Cdc25B block	JNK3 blocker	AP ELISA ortho
Cc1ccc(C)n1NC(=O)c1ccc(Cl)cc1Cl	-3	5	1	2	-4	2	4	-5	3
CNC(=O)C1CC(=O)N(Cc2ccccc2)C(=Nc2ccc(OC)cc2)S1 (stereo not given)	.	-16	1	3	-5	.	18	1	.
Cc1occc1C(=O)Nc1ccc2ccccc2c1	8	-1	1.1	-6	12	-1	-12	0	-6
Cc1ccc(Nc2nc(C(=O)NCCCN3CCOCC3)cs2)cc1	8	-26	1	-12	-5	20	-14	-9	7
NC(=O)C1CCN(c2ncnc3c2c(-c2ccccc2)cn3-c2ccccc2)CC1	6	13	1	2	1	3	-7	-7	28
O=C(OC1CCOC1=O)c1cncc(Br)c1 (stereo not given)	6	-7	1	0	-4	6	-8	-1	7
Cc1sc2ncnc(SCC(=O)N3CCCC3=O)c2c1C	4	-18	1	-10	-4	12	16	-1	13
Cc1cc2c(cc1C)N(CC(=O)N1CCCC1)C(=O)CC(c1ccccc1)=N2	-10	9	1.1	3	-7	9	-6	.	-4
O=C(CN1CCC(O)(c2ccc(F)cc2)CC1)NCc1ccc(F)cc1	3	36	1	2	-5	0	-8	1	15
Cc1c(NC(=O)C2CCCNC2=O)c(=O)n(-c2ccccc2)n1C (stereo not given)	4	34	0.98	0	1	1	-3	-2	4
O=C1C2CC=C(Cl)CC2C(=O)N1CN(Cc1ccco1)CN1C(=O)C2CC=C(Cl)CC2C1=O (stereo not given)	7	34	1	3	-2	-3	2	10	23
CC(C)CC(NC(=O)OC(C)(C)C)C(=O)NC(C(=O)N1CCCC1C(N)=O)C(C)C (stereo not given)	4	-2	0.98	6	2	6	6	-2	9
O=C(CCCC(=O)OCC(F)(F)C(F)F)Nc1nccs1	-5	-3	1	6	-2	-17	-11	-2	-3
Cc1cc(Cn2ccnc2)c(C)cc1Cn1ccnc1	8	-16	1	-3	0	5	6	0	4
O=C(C1CCCN(S(=O)(=O)c2cnc[nH]2)C1)N(CCc1ccccc1)Cc1ccccc1 (stereo not given)	7	5	1	3	-3	-11	-4	-8	15
COc1ccc(-c2c(C#N)c(N)nc3c2CCCC3)cc1OC	4	-2	1.1	-3	2	1	-21	2	-15
CN1CCN(/C(=N\S(=O)(=O)c2ccc(F)cc2)c2ccccc2)CC1	-4	-3	1	5	1	-16	0	-4	11
COc1ccc(C(C(=O)OC(C)CN(C)C)c2ccccc2)cc1 (stereo not given)	5	-3	0.99	-18	0	0	-18	8	4
c1coc(-c2nc3nc4ccccc4n3nc2-c2ccco2)c1	12	-17	1	4	12	10	6	2	5
Cn1c(-c2ccccc2)c(CCO)c2ccccc21	-1	-9	0.99	-97[fluorescence artefact?]	1	3	-20	4	4
CCOc1cccc(NC(=O)C2CC(=O)NC(=Nc3ccccc3)S2)c1 (stereo not given)	3	-32	1	-6	-4	11	-2	4	4
CC(=O)Nc1ccc(C(=O)NC2CCCC2)cc1	-4	22	1.1	2	-5	-23	-10	2	7
Cc1nc2cc(-c3cccc(F)c3)nn2c(N2CCOCC2)c1C	-3	-1	1	4	-2	10	22	0	14
CC1(C)Cc2nc3oc4c(=S)nc[nH]c4c3cc2CO1	7	-4	1.1	-3	-11	-1	-1	10	9
Cc1cccc(NC(=O)Nc2cccc(C)n2)n1	6	-4	1	2	1	3	-9	6	-2
CN(C)S(=O)(=O)c1ccc(Oc2ccccc2)cc1	1	31	1	-1	2	5	1	-3	5
Cc1ccc(F)cc1NC(=O)Cc1nn(C)c(=O)c2ccccc12	7	-12	0.97	2	-2	7	-8	.	8
CCOc1cccc(-c2nnc3sc(COc4ccc(Cl)cc4)nn23)c1	11	-11	1.1	4	-4	12	10	1	-13
Cc1ccc2nc(NC(=O)c3ccc(Cn4cc(Cl)cn4)o3)sc2c1	.	7	1.1	-15	-8	.	1	4	.
Cc1nc2ccc(S(=O)(=O)NC(C(=O)N3CCCC3)C(C)C)cc2s1 (stereo not given)	4	-4	0.97	-5	-3	-5	-7	5	13
COc1ccc(NC(=O)c2ccco2)c(OC)c1	5	9	1	0	1	-3	-13	1	-6
CC(C)N(O)C(=O)NC(C)(C)C	1	2	0.99	4	6	4	-7	5	8
CC1CCN(CCNC(=O)C2CCCN(S(=O)(=O)c3cccc4nonc34)C2)CC1 (stereo not given)	4	-4	1	0	-9	3	-5	.	12
CN1CCN(C(c2ccc(F)cc2)c2nnnn2Cc2cccs2)CC1 (stereo not given)	-1	0	0.99	1	0	1	-14	2	1
COc1ccc(C(=O)NCc2nnc(SCC(=O)Nc3cccc(C(F)(F)F)c3)o2)cc1OC	33	7	1	5	-5	-1	-16	.	7
Cn1c(=O)n(CCc2ccccc2)c(=O)c2c1nc1n2CCCN1c1ccc(F)cc1	7	17	1	-2	1	-1	2	3	12
Cc1onc(-c2ccccc2Cl)c1C(=O)OCC(=O)N1CCCc2ccccc21	-1	35	1	6	0	-1	-6	5	4
CSc1cccc(NC(=O)CN(C)S(=O)(=O)c2ccc(C)cc2)c1	-2	.	1	-3	.	-4	.	.	10
Cn1c(SCc2ccccn2)nnc1-c1ccncc1	4	6	1	6	2	-21	13	-5	16
Clc1cc(Br)ccc1OCCn1ccnc1	4	-4	1.1	4	1	-7	0	-1	23
Oc1[nH]c2ccccc2c1/C=N/c1nccs1	7	-5	1.1	0	0	0	-7	27*	6
C=CCN(CC(=O)NCc1ccc(OC)cc1)C(=O)c1csnn1	5	-19	0.97	-1	1	5	-3	4	-8
COc1ccc(S(=O)(=O)N(C)c2ccc(C(=O)N3CCOCC3)cc2)cc1	6	2	1	4	-4	2	-3	-8	7
CCN1CCN(C(=O)c2cc3c(=O)oc4ccc(C)cc4c3s2)CC1	14	5	1.1	-6	0	3	-7	3	17
COc1ccc(C2(C(F)(F)F)NC(=O)N(C)C(=O)N2C)cc1 (stereo not given)	4	11	1	3	.	6	-12	.	2
COc1ccc(NC(=O)NCCCN2CCCCC2C)cc1 (stereo not given)	-13	-13	0.99	-3	-1	-1	-19	0	20
O=C(Nc1cc(N2CCOCC2)ncn1)c1ccccc1	1	12	1	4	-2	5	-9	0	12
COc1cccc(C2C(C#N)=C(N)Oc3cc(C)oc(=O)c32)c1OC (stereo not given)	-1	12	1.1	2	-1	5	-9	-2	23
CC1CCCC(NC(=O)CCn2c(=O)oc3ccccc32)C1C (stereo not given)	-3	4	0.99	3	3	4	-5	1	-7
Cc1cc2cc(CNC(=O)c3ccc(S(=O)(=O)N4CCCCC4)cc3)ccc2n1C	3	17	1.1	6	18	3	1	2	21
CCOc1ccc(NC(=O)c2ccccc2O)cc1	-26	-3	1	-6	0	4	-7	2	8
CC(C)Sc1nc2ccccc2n1CC(N)=O	6	0	1.1	0	0	-11	3	-4	12
COc1ccccc1N1C(=O)CC(Sc2nccc(C)n2)C1=O (stereo not given)	-10	4	1.1	1	-4	4	-1	1	15
O=C(CN1CCC(c2nc3ccccc3[nH]2)CC1)Nc1ccc2c(c1)OCO2	0	2	1	2	1	3	19	6	-18
O=C(Cc1ccccc1)Nc1nnc(-c2cccs2)s1	11	-4	0.99	-27	-8	3	-9	-1	2
CCCn1cc(NC(=O)c2cc3n(n2)C(C(F)(F)F)CC(c2ccccc2)N3)cn1 (stereo not given)	9	-2	1.1	4	-2	0	0	-7	-8
Cc1onc(-c2c(F)cccc2Cl)c1C(=O)N1CCc2ccccc2C1	4	-1	0.95	-2	1	8	-5	-4	7
COc1ccc(O)c(/C=c2/sc3nc4cc(C)c(C)cc4n3c2=O)c1	5	-1	1	1	-3	-12	3	5	-11
COc1ccccc1NC(=O)Nn1cnnc1	-1	9	1	2	.	-2	-15	.	2
CCOC(=O)c1[nH]c2ccc(Br)cc2c1NC(=O)CCN1CCC(C(=O)OCC)CC1	7	-12	1	-5	-5	10	21	0	7

Going on with the list.
SMILES	FXIa inh mix	DUSP1 inh	A340 absorber	MMP-13 inhibitor	Hsp90 inh	FXIIa inh mix	Cdc25B block	JNK3 blocker	AP ELISA ortho
Nc1cc(N)nc(SCc2ccccc2)n1	-1	-1	1	0	-4	4	-1	-5	-16
COc1ccc(N(CC(=O)Nc2ccc3c(c2)OCCO3)S(=O)(=O)c2c(C)nn(C)c2C)cc1	12	12	1	5	-2	-5	-5	5	16
COC(=O)C(C)Sc1nc2c(cnn2-c2ccccc2)c(=O)[nH]1 (stereo not given)	9	12	1	3	-1	-6	-8	-1	18
Cc1ccc(-c2csc3ncnc(OCC(=O)NC(=O)NCc4ccco4)c23)cc1	2	40	0.97	0	-3	7	-5	-8	16
c1ccc(-n2ncc3c(N4CCN(c5ccccn5)CC4)nc(N4CCOCC4)nc32)cc1	-6	-9	1.1	6	0	6	-7	0	-6
Cc1nc(SCC(=O)NCc2ccco2)c2c(C)c(C)sc2n1	16	0	0.99	-3	-11	5	4	-11	1
COc1ccc(OCCCC(=O)Nc2ccc3c(c2)OCO3)cc1	9	0	1	5	10	6	-3	2	19
Cn1c(=O)c2c(nc(SCCN3CCOCC3)n2Cc2cccc3ccccc23)n(C)c1=O	4	10	1	1	.	14	3	.	3
COc1cccc2cc(C(=O)N3CCN(c4ccc(C)cc4C)CC3)c(=O)oc12	4	7	1	-3	1	5	-4	2	-5
Cc1cccc(N(C(=O)Nc2ccccc2)C2=NCC(C)S2)c1 (stereo not given)	3	5	1	1	-6	-4	-7	3	10
CN1CCCCc2c1[nH]c1ccccc1c2=O	-17	7	1.1	.	.	2	-4	.	8
COCCOC(=O)C1=C(C)Nc2nc(C)nn2C1c1ccc(F)cc1 (stereo not given)	7	-14	1.1	-5	1	6	-31	2	14
COc1ccc(-n2c(Cc3cc(=O)[nH]c(=O)[nH]3)nnc2SCC(=O)N2CCCC2)cc1	15	-4	1	7	-1	10	-4	3	9
CC(=O)Nc1ccc(S(=O)(=O)c2ccc(N)cc2)cc1N	5	8	1.1	-4	-1	12	-7	1	9
O=c1c(O)c(-c2ccc(O)cc2O)oc2cc(O)cc(O)c12	9	16	1	-7	30&49	2	20	-9	14
O=C(Cn1cnc2ccccc21)NCc1ccccc1	3	5	0.99	-2	-3	2	-10	-9	9

Results in FXIIa inh mix, A340 absorber and MMP-13 inhibitor (5 entries from above):
compound,FXIIa inh mix,A340 absorber,MMP-13 inhibitor
Cc1nc(SCC(=O)NCc2ccco2)c2c(C)c(C)sc2n1,5,0.99,-3
Nc1cc(N)nc(SCc2ccccc2)n1,4,1,0
c1ccc(-n2ncc3c(N4CCN(c5ccccn5)CC4)nc(N4CCOCC4)nc32)cc1,6,1.1,6
Cc1ccc(-c2csc3ncnc(OCC(=O)NC(=O)NCc4ccco4)c23)cc1,7,0.97,0
COc1ccc(N(CC(=O)Nc2ccc3c(c2)OCCO3)S(=O)(=O)c2c(C)nn(C)c2C)cc1,-5,1,5

From PubChem
